Assay outcomes (PubChem BioAssay)
RXFP1 antagonist: qHTS Assay for Antagonists of the Relaxin Receptor RXFP1. Relaxin receptor 1 (Homo sapiens), Q9HBX9. HEK293-RXFP1, relaxin-stimulated cAMP HTRF, 30 min; active compounds read low. activity change, negative = inhibition, % at 57.5 µM. 350,000 compounds, 0.59% hits. AID 1259400, 2018;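 active = activity change of -60% or lower, but not beyond a set lower limit; inconclusive = change between -60% and -40%, or beyond the set limit; inactive = change above -40%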; note: % is set by controls: 0 for no effect and ±100 for the full control effect
Target sequence (Q9HBX9 whole entry, looked up): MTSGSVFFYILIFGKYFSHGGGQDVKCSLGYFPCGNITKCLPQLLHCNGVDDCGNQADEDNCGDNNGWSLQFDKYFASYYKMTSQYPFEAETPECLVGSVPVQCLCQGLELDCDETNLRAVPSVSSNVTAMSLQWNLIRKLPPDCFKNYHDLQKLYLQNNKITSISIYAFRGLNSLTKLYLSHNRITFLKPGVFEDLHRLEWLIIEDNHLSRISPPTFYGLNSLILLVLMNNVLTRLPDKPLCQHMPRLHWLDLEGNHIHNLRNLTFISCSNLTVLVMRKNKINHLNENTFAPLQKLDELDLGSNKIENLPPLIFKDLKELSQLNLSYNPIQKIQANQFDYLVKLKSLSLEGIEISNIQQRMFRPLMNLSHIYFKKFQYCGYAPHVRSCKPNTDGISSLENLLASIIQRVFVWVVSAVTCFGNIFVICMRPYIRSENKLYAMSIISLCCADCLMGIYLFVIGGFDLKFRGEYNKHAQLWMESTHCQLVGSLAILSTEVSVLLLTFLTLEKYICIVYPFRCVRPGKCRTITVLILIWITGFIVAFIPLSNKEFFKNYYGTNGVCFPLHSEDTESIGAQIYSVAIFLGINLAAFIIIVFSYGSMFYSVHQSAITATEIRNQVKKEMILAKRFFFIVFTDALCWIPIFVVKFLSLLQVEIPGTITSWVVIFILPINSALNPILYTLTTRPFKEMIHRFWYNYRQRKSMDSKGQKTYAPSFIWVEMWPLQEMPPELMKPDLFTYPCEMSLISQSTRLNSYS
D1 antagonist: Antagonist of Human D 1 Dopamine Receptor: qHTS | D(1A) dopamine receptor (Homo sapiens), P21728 | HEK293 TREx D1 cells, calcium flux, dopamine EC80; active compounds read low | activity change, negative = inhibition, % at 10 µM | 360,000 compounds, 3.2% hits; in the data active = activity change below about -30%; note: % is set by controls: 0 for no effect and ±100 for the full control effect
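Tetracycline-induced HEK293 T-REx cells with force-coupled D1 receptor were loaded with a no-wash calcium dye. Compound was added after a 10 s baseline and read kinetically for 180 s; EC80 dopamine was then added and calcium flux followed another 180 s.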
TRHR PAM: qHTS for Small Molecule Agonists and Allosteric Enhancers of Human TRH Receptor: Primary Screen for Enhancers | Thyrotropin-releasing hormone receptor (Homo sapiens), P34981 | AID 493056, 2011 | 360,000 compounds, 0.66% hits | enhancement, % at 2 µM | TRHR cells, fluo-8 calcium fluorescence, EC20 TRH enhancement; in the data active = enhancement above about 30%; note: 0% is about no effect
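Enhancer read-out: after compound pinning and an initial kinetic agonist-mode read, an EC20 of TRH (10 nM final) was injected and fluo-8 calcium signal (Ex 480/Em 530) followed at 1 s/cycle for 100 cycles in TRHR-expressing cells.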
Apoferritin bind: qHTS Assay for Identification of Novel General Anesthetics. Ferritin light chain (Equus caballus), P02791. apoferritin/1-aminoanthracene competitive binding, fluorescence. Potency, µM (highest dose often 77.5 µM), for inactives: at the highest dose activity change, negative = displacement, usual class: inhibitors. 350,000 compounds, 0.074% hits. AID 485281, 2010; note: potency is the fitted concentration of half-maximal effect; % is set by controls: 0 for no effect and ±100 for the full control effect; nearly all actives have a fitted effect of over 20% in size
Target sequence (P02791 2-175 limits assumed): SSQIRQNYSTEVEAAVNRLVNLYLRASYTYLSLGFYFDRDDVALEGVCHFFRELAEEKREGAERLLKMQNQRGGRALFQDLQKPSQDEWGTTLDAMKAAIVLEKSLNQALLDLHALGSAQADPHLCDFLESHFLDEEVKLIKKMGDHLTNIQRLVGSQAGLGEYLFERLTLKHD
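Probe: 1-aminoanthracene (50% saturated, PBS). Protein: horse-spleen apoferritin, 10 uM. Incubation: 10 min, room temperature. Detection: 380 nm excitation, 535 nm emission. Analysis: normalized response, four-parameter Hill.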
RXFP1 agonist: qHTS Assay for Agonists of the Relaxin Receptor RXFP1; HEK293T-RXFP1 cAMP TR-FRET, 30 min; response scale: percent of porcine relaxin response, buffer zero; Potency, µM (highest dose often 57.5 µM), inactives show at the top dose activation, actives largely listed as activators; 370,000 compounds, 0.3% hits; note: potency is the fitted concentration of half-maximal effect; % is set by controls: 0 for no effect and ±100 for the full control effect; nearly all actives have a fitted effect of over 60% in size; many of its hits are not listed in these tables
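cAMP rise read by TR-FRET after 30 min, 37C compound exposure (up to 58 uM) in RXFP1-transfected HEK293 cells with Ro 20174 present. EC50 from Hill-equation fits, with 29 nM porcine relaxin as 100% and buffer as basal.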
D1 ag: Allosteric Agonists of the Human D1 Dopamine Receptor: qHTS | D(1A) dopamine receptor (Homo sapiens), P21728 | HEK293 T-REx D1 cells, calcium flux, agonist mode | activation, % at 2 µM | 360,000 compounds, 1% hits; in the data active = activation above about 30%; note: 0% is about no effect
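Inducible HEK293 T-REx D1 cells, force-coupled to calcium signalling, were plated at 4000 cells/well with tetracycline and held overnight at 30 C. After no-wash calcium dye loading, compound-evoked calcium rise over 180 s flagged agonists.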
D1 potentiator: Potentiators of Human D1 Dopamine Receptor: qHTS | D(1A) dopamine receptor (Homo sapiens), P21728 | HEK293 TREx D1 cells, calcium flux, dopamine EC20 potentiation | potentiation, % at 10 µM | 360,000 compounds, 0.036% hits; in the data active = potentiation above about 30%; note: 0% is about no effect
TRHR agonist: qHTS for Small Molecule Agonists and Allosteric Enhancers of Human TRH Receptor: Primary Screen for Agonists. 360,000 compounds, 0.18% hits. Thyrotropin-releasing hormone receptor (Homo sapiens), P34981. TRHR cells, calcium flux fluo-8, FDSS agonist mode. activation, % at 2 µM. AID 493084, 2011; in the data active = activation above about 30%; note: 0% is about no effect
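Read-out: compound-evoked intracellular calcium rise in TRHR cells, fluo-8 dye, kinetic FDSS fluorescence at 1 s/cycle following a 10-cycle baseline. Cells cultured overnight before dye loading (30 min–1.5 h, RT).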
D2 PAM: HTS Assay for Positive Allosteric Modulators of the Human D2 Dopamine Receptor: Primary Screen for Potentiators; potentiation, % at 10 µM; 340,000 compounds, 0.34% hits; HEK293 T-REx D2, calcium flux, EC20 dopamine potentiation;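 active = potentiation over 3 SD above the plate norm, cut at about 30% in these data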; note: 0% is about no effect
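Tetracycline-induced HEK293 T-REx cells force-coupled to calcium signalling expressed D2; compounds were pin-added after a 10 s baseline, read kinetically 180 s, then an EC20 dopamine challenge followed with a further 180 s calcium read.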
* hit, by the source's call; ? = inconclusive; / = no result given; [ ] = dose if it differs, or a comment. Unless noted, calls come from the whole dose curve; as a rule, active = well fitted curve in the direction sought with a large enough effect; inconclusive = small, poorly fitted or top-dose-only effect, or another doubt; inactive = no such curve, though single readings can be large; an effect the other way counts as inactive or inconclusive.

SMILES | RXFP1 antagonist | D1 antagonist | TRHR PAM | Apoferritin bind | RXFP1 agonist | D1 ag | D1 potentiator | TRHR agonist | D2 PAM
O=C(CC1C(=O)N(c2ccc(Cl)cc2)C(=S)N1CCc1ccncc1)Nc1ccc(F)cc1 (centres undefined) | -11 | 2 | 4 | -16% | -1.7% | 5 | 0 | 0.3 | -10
COC(=O)CNC(c1ccccc1)c1cc(Br)ccc1NC(=O)OCc1ccccc1 (centres undefined) | -2 | 6 | -9 | 55%[activator] | 1.5% | 21 | 14 | 0.3 | 0
CC(C)C1O/C(=N/C(=O)Nc2ccc(Cl)c(Cl)c2)NC1=O (centres undefined) | -1 | -5 | 1 | ? | -0.5% | 23 | -5 | 0.5 | -2
O=C(CSc1nc(O)c(Cc2ccccc2)c(=O)[nH]1)Nc1nnc(SCc2ccccc2)s1 | -3 | 2 | 13 | ? | 2.3% | 8 | 0 | 0.1 | -7
O=C(Nc1nc(=O)[nH]s1)c1ccccc1 | -13 | -1 | 5 | -5% | -2.0% | 1 | 6 | 0.0 | 2
Oc1c(N=Nc2ccc(F)cc2)ccc2ccccc12 | -4 | -5 | 3 | -12% | -1.1% | 2 | 9 | 0.0 | -4
CCCN(C(=O)C1CSC2(C)CCC(=O)N12)c1c(N)n(Cc2ccccc2)c(=O)[nH]c1=O (centres undefined) | 0 | -16 | -3 | / | 0.3% | 3 | -1 | -0.3 | -6
Cc1ccccc1CN1CCN(CC(=O)NC(C)c2ccccc2)CC1 (centres undefined) | 6 | 12 | -2 | -4% | -0.7% | -4 | 0 | -0.1 | /
Cc1ccc(NC(=O)CN(C)S(=O)(=O)c2cccs2)cc1F | -4 | -37* | 1 | -17% | -1.2% | 2 | -3 | 1.5 | /
Cc1ccc2nc(N(Cc3cccnc3)C(=O)c3ccc4c(c3)OCCO4)sc2c1 | 7 | 0 | 8 | -6% | 2.3% | 4 | 1 | 0.8 | -6
CC(/C=N/N1CCN(c2ccccn2)CC1)=C\c1ccccc1 | / | 8 | -5 | 0% | 0.2% | 4 | 4 | -0.5 | -9
COc1ccc(CNC(=O)Cc2csc3nc(-c4ccc(C)cc4)cn23)cc1 | -14 | -5 | -5 | -10% | 1.1% | 0 | -2 | -0.4 | 0
Cc1c(C(=O)N/N=C/c2ccc(O)cc2)sc(=S)n1C | / | -4 | -2 | 37%[activator] | 3.8% | -1 | -2 | -1.1 | -4
Cc1cc(O)cc2c1C(=O)/C(=C/c1ccco1)O2 | -21 | -6 | 0 | 125%[activator] | 1.3% | 42* | -4 | -0.7 | 2
Cc1cc(CN(C)C(=O)CC2C(=O)NCCN2Cc2ccc(-c3ccccc3)cc2)on1 (centres undefined) | -17 | -2 | 11 | -16% | 2.3% | 2 | 2 | -0.4 | -1
Fc1ccc(-c2cn3cc(Cc4ccc(Cl)cc4)sc3n2)cc1 | / | -2 | -6 | 57%[activator] | 5.3% | 11 | -1 | 2.1 | -5
Cc1occc1C(=O)NC1CCCN(Cc2ccc(Cl)cc2)C1 (centres undefined) | 3 | 29 | 2 | -14% | 3.7% | 0 | -9 | -0.5 | 8
CC1(c2ccc(Cl)c(Cl)c2)NC(=S)N2C1NC(=S)N2c1ccccc1 (centres undefined) | -10 | -5 | 11 | -21% | 1.8% | 9 | -2 | 0.3 | 2
CCCc1nc2ccccc2c(C(=O)OC2CCOC2=O)c1CC (centres undefined) | 1 | -18 | 4 | -19% | 1.1% | 3 | 0 | -0.8 | 19
C=CCC1(CC=C)CCCN1C(=O)CC1C(=O)NCCN1Cc1cccc(OC)c1OC (centres undefined) | -11 | 4 | -2 | -11% | 2.8% | 3 | -3 | -0.2 | 10

Copied from above (eight entries):
SMILES | RXFP1 antagonist | D1 antagonist | TRHR PAM | Apoferritin bind | RXFP1 agonist | D1 ag | D1 potentiator | TRHR agonist | D2 PAM
Cc1c(C(=O)N/N=C/c2ccc(O)cc2)sc(=S)n1C | / | -4 | -2 | 37%[activator] | 3.8% | -1 | -2 | -1.1 | -4
Cc1cc(O)cc2c1C(=O)/C(=C/c1ccco1)O2 | -21 | -6 | 0 | 125%[activator] | 1.3% | 42* | -4 | -0.7 | 2
Cc1cc(CN(C)C(=O)CC2C(=O)NCCN2Cc2ccc(-c3ccccc3)cc2)on1 (centres undefined) | -17 | -2 | 11 | -16% | 2.3% | 2 | 2 | -0.4 | -1
Fc1ccc(-c2cn3cc(Cc4ccc(Cl)cc4)sc3n2)cc1 | / | -2 | -6 | 57%[activator] | 5.3% | 11 | -1 | 2.1 | -5
Cc1occc1C(=O)NC1CCCN(Cc2ccc(Cl)cc2)C1 (centres undefined) | 3 | 29 | 2 | -14% | 3.7% | 0 | -9 | -0.5 | 8
CC1(c2ccc(Cl)c(Cl)c2)NC(=S)N2C1NC(=S)N2c1ccccc1 (centres undefined) | -10 | -5 | 11 | -21% | 1.8% | 9 | -2 | 0.3 | 2
CCCc1nc2ccccc2c(C(=O)OC2CCOC2=O)c1CC (centres undefined) | 1 | -18 | 4 | -19% | 1.1% | 3 | 0 | -0.8 | 19
C=CCC1(CC=C)CCCN1C(=O)CC1C(=O)NCCN1Cc1cccc(OC)c1OC (centres undefined) | -11 | 4 | -2 | -11% | 2.8% | 3 | -3 | -0.2 | 10

Following part.
SMILES | RXFP1 antagonist | D1 antagonist | TRHR PAM | Apoferritin bind | RXFP1 agonist | D1 ag | D1 potentiator | TRHR agonist | D2 PAM
CC(C)(C)NC(=O)Cn1cc(S(=O)(=O)Cc2ccc(F)cc2)c2ccccc21 | -8 | 6 | 1 | 1% | -0.7% | 2 | -1 | 0.1 | -3
Cc1ccc(C)n1NC(=O)c1ccc([N+](=O)[O-])cc1 | -4 | / | 3 | -10% | 0.8% | -2 | 5 | 0.1 | 4
CCOC(=O)CC(=O)CSc1nc(C)nc2c1oc1ccccc12 | 8 | -2 | -1 | 27% | 20% | 0 | -6 | 0.7 | 2
Cc1ccc(N2CC(C(=O)Nc3ccncc3)CC2=O)cc1 (centres undefined) | -4 | 2 | -2 | -1% | 0.3% | -1 | -3 | -0.1 | -9
O=C(c1cc(COc2c(F)cccc2F)on1)N1CCC(c2ccccc2Cl)C1 (centres undefined) | -10 | -3 | -9 | ? | -0.4% | 14 | -6 | 1.1 | 32*
Cn1cccc1C(=O)NC(=O)COC(=O)c1ccc(O)cc1 | -16 | -5 | -1 | ? | -0.5% | 6 | 0 | 0.4 | /
C[C@H]1O[C@@H](n2cc(F)c(=O)[nH]c2=O)[C@H](O)[C@@H]1O | 18 | 9 | 10 | / | 0.1% | 0 | -6 | 0.2 | 1
O=C(O)c1ccccc1C(=O)NCCc1ccc(Cl)cc1 | 3 | 0 | -8 | -11% | 0.7% | 1 | -4 | 0.0 | 5
CCC(=O)c1ccc(N2CCCCC2)c(F)c1 | -11 | -55* | -1 | -5% | -1.1% | -1 | -4 | -0.3 | -13
O=C(CN1C(=O)c2ccccc2S1(=O)=O)NCc1cccnc1 | -5 | -18 | -2 | -22% | 1.9% | 2 | -4 | -0.1 | 4
CCC(=O)Nc1ccccc1-c1nc2ccccc2n(C(CC)C(=O)Nc2cccc(C(C)=O)c2)c1=O (centres undefined) | -13 | -3 | 10 | -15% | -4.5% | 4 | -4 | -0.9 | 2
COc1ccccc1OCCNC(=O)c1cccc(S(=O)(=O)N2CC(C)OC(C)C2)c1 (centres undefined) | 0 | 4 | -1 | -12% | -0.1% | 4 | -2 | 0.1 | 7
O=C(Nc1ccc(Cl)cn1)c1cccc(F)c1 | 9 | 5 | 2 | -13% | 1.1% | 2 | -1 | 0.1 | 8
CC1=C(C#N)CCC(=O)N1Cc1ccc(C)cc1 | -2 | -4 | 0 | ? | -0.6% | 2 | -3 | 0.8 | 6
CCc1cnc2c(c1SCC(=O)c1ccc(Cl)cc1)c(=O)n(C)c(=O)n2C | -9 | / | 13 | 4% | 4.8% | 1 | -2 | -0.5 | 4
CC(C)Cn1c(N)c(C(=O)NCc2cccs2)c2nc3ccccc3nc21 | -1 | 34 | 8 | 76%[activator] | 0.7% | 4 | 0 | 4.9 | /
O=C(NC1CCN(C(=O)NCc2ccccc2)CC1)c1cccc(F)c1 | -3 | 20 | -5 | -2% | 1.4% | 0 | 3 | 0.2 | /
N/C(=N\OC(=O)Cc1ccc(-c2ccccc2)cc1)c1cccnc1 | -6 | -2 | 3 | ? | 0.2% | 8 | -3 | 1.7 | -5
Cc1nc2nc[nH]n2c(=O)c1NC(=O)CCc1ccccc1 | 2 | -6 | -2 | -6% | 2.4% | 1 | -3 | 0.0 | -4
CCc1ccc([C@@H]2CC=C(C(=O)O)CN2S(=O)(=O)c2ccc(C)cc2)cc1 | / | -2 | 1 | / | 1.4% | 1 | -5 | -0.4 | -1
CCC1CCCCN1C(=S)Nc1ccc(OC(F)F)cc1 (centres undefined) | -9 | -43* | 0 | -1% | -1.1% | 19 | 0 | 0.6 | -4
O=[S+]([O-])(c1ccc(OC(F)(F)F)cc1)N1CCN([S+](=O)([O-])c2ccc3c(c2)OCCO3)CC1 | / | -8 | -5 | / | / | 5 | 6 | -0.3 | /
CCCCNC(=O)N1CCN(S(C)(=O)=O)CC1 | -5 | / | 8 | -5% | -0.3% | 5 | -3 | 1.2 | 10

Not all compounds are listed, so the mix of outcomes need not match the whole.
